High-throughput results deposited in PubChem BioAssay by National Center for Advancing Translational Sciences (NCATS).
PI4K2A inh: blocks human PI4K2A kinase activity; Q9BTU6; purified PI4K2A, ADP-Glo luminescence, 1 h; hits give low values; activity change, negative = inhibition, % at 76.9 µM; 420,000 tested, 0.13% active; AID 1346378; in the data active = activity change below about -50%; inconclusive = mostly about -30% to -49%;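 note: -100% = wells without enzyme as full effect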
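In this quantitative HTS, ADP production by PI4K2A was quantified luminescently after 1 h at ambient temperature; 100 microM adenosine served as plate-quality control.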
Vif-APOBEC3F blk: blocks the Vif interaction with APOBEC3F | AID 602313 | Potency, µM (top dose mostly 46.1 µM), without a hit: top-dose activity, negative = active | 390,000 tested, 0.2% active | HeLa A3F-eYFP + Vif (tagged APOBEC3F with the HIV-1 protein that degrades it), YFP fluorescence increase; note: potency is the fitted concentration of half-maximal effect; % of control where 0% means no effect; nearly all actives have a fitted effect of over 65% in size
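HeLa cells stably expressing Vif plus C-terminally eYFP-tagged A3F were seeded, incubated overnight at 37 deg C, dosed with compound, incubated overnight again at 37 deg C. Yellow fluorescence (Ex 488/Em 500-530) reported blocked Vif-mediated A3F-eYFP degradation.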
USP1-UAF1 inh: inhibitors of human USP1/UAF1 deubiquitinase. O94782. recombinant USP1/UAF1, Ub-Rhodamine cleavage fluorescence. Potency, µM (highest dose often 57.1 µM), for inactives: top-dose activity change, negative = inhibition, usual class: inhibitors. 390,000 tested, 0.23% active; note: potency is the fitted concentration of half-maximal effect; % is set by controls: 0 for no effect and ±100 for the full control effect; nearly all actives have a fitted effect of over 60% in size; inactives centre near -12
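Step one: compound is pinned into 1nM USP1/UAF1 in HEPES pH 7.8 buffer with TCEP. Step two: 15 min room-temperature incubation. Step three: Ub-Rho (150nM final) starts cleavage, tracked by fluorescence over six one-minute reads.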
GRP78 ERSR act: inducers of ER stress response in human glioma cells; U87-MG GRP78 promoter luciferase reporter, 16 h; Potency, µM, inactives show at the top dose activation, most hits filed as activators; 420,000 tested, 0.02% active; note: potency is the fitted concentration of half-maximal effect; series mostly up to about 76 µM; % of control where 0% means no effect; nearly all actives have a fitted effect of over 35% in size
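Stably transfected U87-MG glioma cells carrying a GRP78-based luciferase sensor; 16 h compound incubation. Luminescence end-point read 10 min after Bright-Glo addition at room temperature.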
mIDH1 inhibitor: blocks human mutant IDH1 R132H enzyme | O75874 | IDH1-R132H enzyme, NADPH consumption, diaphorase/resazurin fluorescence | Potency, µM (titrated, usually from 76.6 µM), without a hit: at the top dose activity change, negative = inhibition, actives largely listed as inhibitors | 390,000 tested, 0.093% active | AID 602179; note: potency is the fitted concentration of half-maximal effect; % is set by controls: 0 for no effect and ±100 for the full control effect; nearly all actives have a fitted effect of over 65% in size
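IDH1-R132H (0.5 ug/mL dispensed) in pH 7.5 Tris buffer was preincubated 30 min with compound, then given a substrate mix of 0.016 mM NADPH and 2 mM alpha-KG for 80 min at room temperature; remaining NADPH was read by diaphorase/resazurin fluorescence.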
LDHA block: LDHA (human) enzyme inhibition; P00338; 480,000 tested, 0.15% active; AID 1347041; activity change, % (values are at about 110 or 230 µM); purified LDHA, NADH/diaphorase-resazurin fluorescence; hits give low values; in the data active = activity change below about -30%; inconclusive = mostly about -25% to -30%;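 note: plate controls were DMSO wells for no effect and wells without enzyme for full effect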
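LDH5 2 nM; NADH 0.06 mM, pyruvate 0.2 mM; 200 mM Tris pH 7.4, EDTA, Tween-20; 5 min RT. Detection: diaphorase 0.133 mg/mL + resazurin 37 µM, fluorescence ex540/em590 at 0 and 20 min; normalized to enzyme-free and DMSO wells.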
TrxR1 substrate: rat thioredoxin reductase 1 substrate activity; O89049; purified TrxR1 substrate turnover, NADPH consumption readout; Potency, µM (titrated, usually from 114 µM), without a hit: top-dose activity change, negative = substrate turnover; 390,000 tested, 0.01% active; AID 588456; note: potency is the fitted concentration of half-maximal effect; % is set by controls: 0 for no effect and ±100 for the full control effect; nearly all actives have a fitted effect of over 50% in size
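Rat TrxR1, dispensed at 90 nM, was prereduced with 400 uM NADPH (final) for 5 min at ~22 deg C, then incubated with compound 15 min before 400 uM selenite. A first-read NADPH fluorescence drop versus no-compound background flagged substrates.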
Vif-A3G inh: Vif-A3G binding inhibition. AID 602310. HeLa A3G-eYFP + Vif (tagged APOBEC3G with the HIV-1 protein that degrades it), YFP fluorescence, overnight. 410,000 tested, 0.076% active. Potency, µM (doses to about 46.1 µM), for the others: top-dose activity, negative = active, usual class: inhibitors;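 note: potency is the fitted concentration of half-maximal effect; % is set by controls: 0 for no effect and ±100 for the full control effect; nearly all actives have a fitted effect of over 60% in size; hits raise eYFP signal because A3G escapes Vif-driven loss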
Target sequence (Q9HC16 whole entry, looked up): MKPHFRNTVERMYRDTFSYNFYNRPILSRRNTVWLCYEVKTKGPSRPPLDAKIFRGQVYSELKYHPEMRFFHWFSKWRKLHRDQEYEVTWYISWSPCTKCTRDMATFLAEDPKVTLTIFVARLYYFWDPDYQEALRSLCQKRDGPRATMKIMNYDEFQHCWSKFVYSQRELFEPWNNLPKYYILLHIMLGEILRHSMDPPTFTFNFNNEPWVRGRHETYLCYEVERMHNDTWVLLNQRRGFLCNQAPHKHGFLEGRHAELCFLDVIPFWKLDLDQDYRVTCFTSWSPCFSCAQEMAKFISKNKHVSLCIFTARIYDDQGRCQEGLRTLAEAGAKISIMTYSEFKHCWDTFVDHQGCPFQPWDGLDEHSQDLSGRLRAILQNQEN
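Read-out is eYFP fluorescence (Ex 488/Em 500-530) from Vif-expressing HeLa A3G-eYFP cells; more signal means A3G escaped Vif-mediated degradation. Cells plated overnight, compound pinned in, incubated overnight at 37 deg C.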
RXFP1 ag: activates the human relaxin receptor RXFP1; Q9HBX9; 370,000 tested, 0.3% active; Potency, µM (highest dose often 57.5 µM), for inactives: top-dose activation, most hits filed as activators; HEK293T-RXFP1 cAMP TR-FRET, 30 min; response scale: percent of porcine relaxin response, buffer zero; note: potency is the fitted concentration of half-maximal effect; % is set by controls: 0 for no effect and ±100 for the full control effect; nearly all actives have a fitted effect of over 60% in size; many of its hits are not listed in these tables
Target sequence (Q9HBX9 whole entry, looked up): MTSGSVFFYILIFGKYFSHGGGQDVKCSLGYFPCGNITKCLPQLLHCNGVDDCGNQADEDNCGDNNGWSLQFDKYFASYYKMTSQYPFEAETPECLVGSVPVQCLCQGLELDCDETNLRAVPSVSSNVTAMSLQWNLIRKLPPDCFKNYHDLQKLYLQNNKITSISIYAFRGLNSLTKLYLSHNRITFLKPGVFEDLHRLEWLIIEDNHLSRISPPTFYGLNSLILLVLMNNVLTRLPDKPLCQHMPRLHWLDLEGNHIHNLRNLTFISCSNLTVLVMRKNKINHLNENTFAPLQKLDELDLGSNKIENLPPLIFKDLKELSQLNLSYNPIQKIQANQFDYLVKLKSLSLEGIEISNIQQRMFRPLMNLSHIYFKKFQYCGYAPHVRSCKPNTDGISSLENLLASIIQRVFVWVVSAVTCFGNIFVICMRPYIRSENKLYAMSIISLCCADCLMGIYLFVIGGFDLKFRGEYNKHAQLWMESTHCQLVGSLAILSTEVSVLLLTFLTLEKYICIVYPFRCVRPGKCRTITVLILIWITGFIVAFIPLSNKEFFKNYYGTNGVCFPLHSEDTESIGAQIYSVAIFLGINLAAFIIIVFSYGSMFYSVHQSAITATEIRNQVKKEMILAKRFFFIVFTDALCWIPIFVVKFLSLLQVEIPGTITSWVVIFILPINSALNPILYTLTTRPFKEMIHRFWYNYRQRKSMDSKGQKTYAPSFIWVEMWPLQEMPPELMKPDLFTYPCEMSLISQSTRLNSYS
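cAMP rise read by TR-FRET after 30 min, 37C compound exposure (up to 58 uM) in RXFP1-transfected HEK293 cells with Ro 20174 present. EC50 from Hill-equation fits, with 29 nM porcine relaxin as 100% and buffer as basal.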
Starred values were filed as active, the others as inactive; ? = inconclusive; · = no result given; & = joins results of further samples; [ ] = remark or other dose. Unless noted, calls come from the whole dose curve; as a rule, active = well fitted curve in the direction sought with a large enough effect; inconclusive = small, poorly fitted or top-dose-only effect, or another doubt; inactive = no such curve, though single readings can be large; an effect the other way counts as inactive or inconclusive. These rows are one share of the data; the hit share may differ from the screen's.

SMILES	PI4K2A inh	Vif-APOBEC3F blk	USP1-UAF1 inh	GRP78 ERSR act	mIDH1 inhibitor	LDHA block	TrxR1 substrate	Vif-A3G inh	RXFP1 ag
COC(=O)c1ccc(NC(=O)c2cccc3c2C(=O)N(C2CCCCC2)C3)cc1	-2	-12%	?	-2%	11%	2	2%	-1%	3.3%
O=C(COc1ccccc1)N=C1SC2CS(=O)(=O)CC2N1CCc1ccccc1 (stereo not drawn)	-7	1%	-24%	-4%	-5%	-1	0%	-3%	1.5%
CCN(CC)C(=O)CN(Cc1ccccc1)S(=O)(=O)c1ccc(F)cc1	2	-6%	-19%	-2%	8%	-5	-3%	-1%	1.4%
Cc1cc(Br)cn2c(CC(C)(C)C)c(C3CCCCC3)nc12	3	·	·	-2%	·	-2	·	-2%	·
Cc1nc(Cl)sc1C(=O)Nc1ccccc1Cl	-1	12%	-23%	1%	-4%	-4	2%	-3%	3.0%
CCN(CC)Cc1c(C(=O)N/N=C/c2cccnc2)nnn1-c1nonc1N	-4	1%	-21%	-2%	3%	-2	0%	-1%	1.6%
CCCOc1ccc(C(=O)c2nc3c(n2O)CCCC3)cc1	-7	3%	-9%	4%	-3%	0	-13%	1%	-1.5%
NC1=NC(=O)C(c2ccccc2)(c2ccccc2)S1	4	-24%	-2%	-5%	6%	-4	3%[57.1 µM]	-6%	·
O=C(CN1CCOCC1)Nc1nc2ccc([N+](=O)[O-])cc2s1	-3	3%	2%	-1%	0%	4	-8%	1%	0.0%
Cc1ccc(N(C(=O)c2csnn2)C(C(=O)NC2CCCCC2)c2ccccn2)c(C)c1 (stereo not drawn)	0	8%	-18%	-2%	-2%	-2	3%	-2%	-0.5%
O=C([C@H](Cc1ccccc1)N1C(=O)c2ccccc2C1=O)N1CCOCC1	4	0%	-18%	-3%	4%	-4	1%	-4%	-0.9%
CC(NC(=O)c1csc2ccccc12)C1CCCO1 (stereo not drawn)	-7	-1%	2%	1%	-4%	-9	-2%	-1%	-0.1%
CSCCC(NS(=O)(=O)c1ccccc1F)C(=O)N1CC=C(c2ccccc2)CC1 (stereo not drawn)	-5	-3%	5%	-3%	-1%	-1	-8%	3%	-1.6%
COc1ccc(C(=O)NNC(=O)CCc2ccccc2OC)cc1	-3	-5%	-21%	-1%	-6%	-1	4%	-1%	-0.6%
CC(C)N(Cc1ccccc1)C(=S)NCCN1CCOCC1	2	1%	-20%	-2%	-2%	-7	11%[57.1 µM]	-6%	-0.2%
COc1ccc(-n2cccc2C=O)cc1	1	-8%	-3%	-3%	1%	-6	-12%	-5%	-2.5%
Cc1c(-c2ccc(Cl)cc2)[n+](=O)c2c(n1[O-])CCCC2	0	3%	-5%	-9%	-4%	-4	-9%	4%	1.4%
Cc1cc(NC(=O)CSc2nnc(-c3ccncc3)n2N)ccc1Br	8	5%	-10%	-3%	11%	-4	-4%	-4%	1.8%
COc1cccc(/C=C/C(=O)N2CCN(S(=O)(=O)c3ccccc3)CC2)c1	-1	-4%	?	-3%	1%	-3	·	0%	·
Fc1cccc(Cc2c(-c3ccccc3)nc3c(Cl)cc(C(F)(F)F)cn23)c1	-3	·	·	-5%	·	-5	·	0%	·
CCOc1ccccc1NC(=O)CCc1c(C)nc2c3cccnc3nn2c1C	-4	-1%	-22%	-4%	-9%	-9	27%	4%	5.7%
CCOc1ccc(CCNC(=O)Cn2ccc3cc(S(=O)(=O)N4CCCC4)ccc32)cc1	-1	-2%	-19%	-2%	10%	2	2%	2%	1.1%
CCN1CCN(c2ncc3c(n2)CCN(Cc2sccc2C)C3)CC1	-3	2%	-17%	-1%	-9%	1	-1%[57.1 µM]	2%	-0.5%
CCn1c(=O)cc(SCC(=O)Nc2cccnc2)c2ccccc21	3	-10%	1%	-2%	-3%	-11	6%	2%	5.8%
O=C(Nc1ccc([N+](=O)[O-])cc1)c1cccc(S(=O)(=O)Nc2ccccn2)c1	1	-12%	-9%	0%	0%	-16	-3%[57.1 µM]	-8%	-1.2%

Next entries:
SMILES	PI4K2A inh	Vif-APOBEC3F blk	USP1-UAF1 inh	GRP78 ERSR act	mIDH1 inhibitor	LDHA block	TrxR1 substrate	Vif-A3G inh	RXFP1 ag
COc1ccc(NC(=O)c2sc3cc(C(F)(F)F)cnc3c2-c2cccs2)cc1	6	-2%	-7%	-4%	3%	-9	10%[57.1 µM]	3%	10%
COc1cccc(C2c3[nH]c4ccccc4c3C[C@H]3C(=O)N(CCCCCO)CC(=O)N23)c1 (stereo partly drawn)	-14	-2%	-10%	-2%	0%	3	10%	-11%	1.2%
C=C1C[C@]23C[C@@]1(O)CC[C@H]2[C@@]12C=C[C@H](O)[C@@](C)(C(=O)O1)[C@H]2[C@@H]3C(=O)O	-4&0	1%&4%	-27%&-2%	-3%&-1%	-3%&18%	-3&-7	5%&8%	0%&-3%	-0.4%&1.2%
CC(=O)c1ccc(Cc2ccc(C(C)=O)cc2)cc1	-1	-7%	9%	-1%	3%	-4	13%[57.1 µM]	1%	-1.7%
COc1cccc(CN(C)CC(=O)NC(=O)NCc2ccco2)c1	-1	7%	-2%	-4%	1%	-7	-4%	0%	-0.4%
COc1ccc(C(=O)NC(=S)NNC(=O)c2cnccn2)cc1	-2	-2%	3%	1%	-5%	-2	-13%	0%	-0.8%
Cn1c(CNc2ccccc2)cc(=O)n(C)c1=O	-69*	-2%	-15%	-5%	2%	0	-3%	0%	0.2%
O=c1cc(-c2ccccc2)oc2cccc(O)c12	4	-2%	-21%	1%&-1%&2%	-15%	-2	7%	-5%	·
CCc1cccc(C)c1NC(=O)c1cn2c3c(ccc(Cl)c3c1=O)OC(C)C2 (stereo not drawn)	3	-5%	4%	-3%	-4%	-4	-6%	-1%	1.1%
CCc1noc(-c2ccc(N3CCC(C)CC3)c([N+](=O)[O-])c2)n1	3	0%	-3%	4%	14%	-2	-10%	5%	-1.0%
COc1ccc(COc2ccccc2C(N)=O)cc1F	2	-2%	-19%	1%	13%	0	3%	-8%	-0.7%
CC1CC(C)CN(S(=O)(=O)c2ccc(C(=O)OCC(=O)Nc3ccccc3)cc2)C1 (stereo not drawn)	-3	-6%	-28%	-3%	-2%	-18	·	0%	·
CCOC(=O)c1cc(S(=O)(=O)N2CCN(C(=O)OCC)CC2)cn1C	1	1%	-1%	-1%	-3%	-3	-11%	1%	2.9%
CCC(=O)Nc1cc(C)c(NC(=O)c2ccco2)cn1	8	0%	-6%	-2%	11%	-6	-7%	1%	4.9%
COCCNC(=O)c1ccc2c(=O)n(Cc3ccco3)c(SCC(=O)NC3CCCC3)nc2c1	0	-3%	-17%	-2%	2%	-4	5%	0%	-1.0%
COc1ccccc1N=NC1C(=O)N(C(N)=S)N=C1C (stereo not drawn)	2	?	-22%	1%	3%	-5	6%[57.1 µM]	-23%	1.3%
CC(=O)OCC(=O)Nc1ccc(Cl)cc1Cl	-3	-1%	0%	1%	-6%	-7	-1%	0%	0.7%
CCCCNC(=S)NNC(=O)c1csc2c1CCC(C)C2 (stereo not drawn)	5	0%	-14%	-2%	0%	-8	12%[57.1 µM]	-1%	-1.0%
C=CCn1nnnc1-c1cc(Cl)cc(Cl)c1	2	13%	-16%	0%	5%	-6	-6%	0%	3.8%
COc1cccc(OCC(O)CN2CCN(c3ccc(Cl)cc3)CC2)c1 (stereo not drawn)	3	-17%	-11%	-2%	4%	0	-4%[57.1 µM]	2%	0.0%
CCOc1cc(CNCCSc2nnnn2-c2ccccc2)cc(Cl)c1OC	0	1%	-6%	?	1%	0	-14%	-2%	-0.2%
Cc1cc(OCc2cc3c(cc2Cl)OCO3)c2c(C)cc(=O)oc2c1	2	?	-21%	-3%	9%	4	0%	1%	-0.3%
COc1cc(-c2nnc(SCC(=O)N3CCCC3)o2)cc(OC)c1OC	8	-1%	-14%	0%	3%	-3	10%[57.1 µM]	1%	0.6%
Nc1nnc(SCC(=O)Nc2cc(F)ccc2F)s1	-3	?	-11%	0%	7%	6	-3%	2%	3.1%
O=C(Nc1ccccc1C(F)(F)F)c1ccsc1	-1	4%	-11%	3%	-4%	-3	7%	-1%	3.9%
CCCc1cc(C(=O)NCCc2ccccc2)no1	5	1%	-12%	3%	13%	0	5%[57.1 µM]	0%	4.1%
CC1CCC2C(=O)N(c3cccc(OS(=O)(=O)c4ccccc4)c3)C(=O)C2C1 (stereo not drawn)	3	5%	-12%	-1%	8%	1	-8%	1%	3.7%
COc1ccc(-n2nc(C(=O)NCC(=O)NCc3ccccc3OC)c3ccccc3c2=O)c(OC)c1	4	6%	-10%	-7%	-5%	-8	4%[57.1 µM]	-1%	0.7%
CC(=O)NC12CC3CC(C1)CC(C(=O)N1CCN(S(=O)(=O)c4cccs4)CC1)(C3)C2	2	11%	-9%	-3%	-8%	-14	6%	1%	0.0%

Compound profiles (already shown). Values in the order: PI4K2A inh | Vif-APOBEC3F blk | USP1-UAF1 inh | GRP78 ERSR act | mIDH1 inhibitor | LDHA block | TrxR1 substrate | Vif-A3G inh | RXFP1 ag
`CCC(=O)Nc1cc(C)c(NC(=O)c2ccco2)cn1` across the screens: 8 | 0% | -6% | -2% | 11% | -6 | -7% | 1% | 4.9%
`CC(=O)c1ccc(Cc2ccc(C(C)=O)cc2)cc1` across the screens: -1 | -7% | 9% | -1% | 3% | -4 | 13%[57.1 µM] | 1% | -1.7%
